Screening results as filed in PubChem BioAssay.
KDM5B inhibitor: KDM5B demethylase inhibition; Q9UGL1; KDM5B demethylase, FDH-coupled NADH fluorescence (FDH is formaldehyde dehydrogenase); Potency, µM (highest dose often 57.7 µM), inactives show at the top dose activity change, negative = inhibition, most hits filed as inhibitors; hit rate 2.6% among 220,000; AID 1347165; active = well fitted inhibition curve with a large enough effect; inconclusive = small, poorly fitted or top-dose-only effect; inactive = no such curve, though single readings can be large or run the other way; note: 0% is about no effect; nearly all actives have a fitted effect of over 70% in size
Target sequence (Q9UGL1 whole entry, looked up): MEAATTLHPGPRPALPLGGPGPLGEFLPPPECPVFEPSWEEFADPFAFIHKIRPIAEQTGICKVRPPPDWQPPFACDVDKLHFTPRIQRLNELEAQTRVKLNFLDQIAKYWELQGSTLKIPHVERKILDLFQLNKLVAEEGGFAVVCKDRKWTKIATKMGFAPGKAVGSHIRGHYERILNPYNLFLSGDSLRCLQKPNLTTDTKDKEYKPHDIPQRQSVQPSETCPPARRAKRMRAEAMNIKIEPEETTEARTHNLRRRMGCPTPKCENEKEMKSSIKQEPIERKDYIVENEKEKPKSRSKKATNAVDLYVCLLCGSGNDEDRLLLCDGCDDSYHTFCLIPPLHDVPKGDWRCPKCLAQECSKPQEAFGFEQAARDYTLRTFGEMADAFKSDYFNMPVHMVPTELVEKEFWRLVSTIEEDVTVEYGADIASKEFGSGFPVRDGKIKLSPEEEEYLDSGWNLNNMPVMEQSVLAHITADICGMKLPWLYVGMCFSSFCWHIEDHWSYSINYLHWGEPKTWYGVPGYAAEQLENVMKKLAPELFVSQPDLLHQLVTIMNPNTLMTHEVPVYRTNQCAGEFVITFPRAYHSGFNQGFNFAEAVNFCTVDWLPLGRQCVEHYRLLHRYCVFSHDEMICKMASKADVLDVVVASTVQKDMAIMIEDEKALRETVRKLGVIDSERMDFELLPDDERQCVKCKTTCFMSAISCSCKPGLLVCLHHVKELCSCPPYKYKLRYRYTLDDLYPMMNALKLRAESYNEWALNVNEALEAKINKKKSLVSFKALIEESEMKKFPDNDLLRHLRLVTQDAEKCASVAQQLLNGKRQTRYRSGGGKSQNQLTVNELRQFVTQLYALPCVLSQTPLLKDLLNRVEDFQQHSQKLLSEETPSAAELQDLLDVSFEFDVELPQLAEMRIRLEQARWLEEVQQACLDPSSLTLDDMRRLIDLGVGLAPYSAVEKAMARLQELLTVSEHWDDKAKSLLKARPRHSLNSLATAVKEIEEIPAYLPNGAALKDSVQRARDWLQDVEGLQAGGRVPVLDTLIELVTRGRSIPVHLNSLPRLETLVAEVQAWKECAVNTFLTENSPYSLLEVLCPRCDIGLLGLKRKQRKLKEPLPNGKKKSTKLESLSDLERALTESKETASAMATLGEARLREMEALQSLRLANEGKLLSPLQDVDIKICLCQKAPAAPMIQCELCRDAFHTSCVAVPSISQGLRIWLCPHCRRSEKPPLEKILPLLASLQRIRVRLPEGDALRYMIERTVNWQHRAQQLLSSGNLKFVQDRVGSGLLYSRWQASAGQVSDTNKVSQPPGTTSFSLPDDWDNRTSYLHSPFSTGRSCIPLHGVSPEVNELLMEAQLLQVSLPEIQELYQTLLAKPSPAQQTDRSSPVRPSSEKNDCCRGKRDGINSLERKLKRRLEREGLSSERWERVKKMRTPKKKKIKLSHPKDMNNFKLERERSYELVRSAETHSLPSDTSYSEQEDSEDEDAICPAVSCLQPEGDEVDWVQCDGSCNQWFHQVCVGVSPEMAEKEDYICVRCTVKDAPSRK
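Coupled FDH/NAD⁺ fluorescence readout. KDM5BΔAP 200 nM final; compound titration, 10 min RT preincubation; substrate mix 12.5 µM H3K4me3, 25 µM 2-OG, 50 µM Fe(II), 100 µM ascorbate, 0.25 mM NAD⁺, 0.25 U/mL FDH; ΔRFU over 30 min.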
The depositor's hits bear a star; u = inconclusive; & = joins results of further samples; [ ] = dose if it differs, or a comment. Potency is the fitted concentration of half-maximal effect.

KDM5B inhibitor,SMILES
u,O=C(O)C/C(=C/c1cccc(Br)c1)c1nc2ccccc2s1
7%,COC(=O)c1ccc(F)c(NC(=O)c2ccccc2OC(F)F)c1
7%,O=C(c1cccc(F)c1)N1CCC2(CC1)C(=O)NN=C2c1ccccn1
17%,COc1cc(NC(=O)CSc2nc(Cl)nc3nc[nH]c23)cc(OC)c1
-8%,CC1(C)CN(C(=O)c2ccc(Oc3ccccc3)o2)CC1(C)O (centres undefined)
8%,CC(C)Oc1cccc(C(=O)C2CCCN(Cc3cccn3-c3cccnc3)C2)c1 (centres undefined)
-12%,CC(C)CC(=O)NCc1cccs1
-2%,Cc1cc(C)n2nc(CNC(=O)c3ccccc3Cl)nc2n1
66%[activator],Cc1ccc(-c2cc3c(=O)n(CCNC(=O)c4ccc(F)cc4)ccn3n2)c(C)c1
-12%,CN(C(=O)CSc1cn(CC(=O)N2CCCCC2)c2ccccc12)c1ccccc1
-16%,COc1cccc(CCC(=O)N2CCCC(CN3CCC(C)CC3)CC2)c1 (centres undefined)
-7%,COc1ccc(/C=N/NC(=O)c2ccc3nc[nH]c3c2)c(OC)c1OC
23%,Cc1ccc(C2Cn3nnc(C(=O)N4CCC(C(=O)NCc5cc(F)cc(F)c5)CC4)c3CO2)cc1 (centres undefined)
-20%,CCCCn1c(=NC(=O)c2cc3ccccc3o2)c(C(=O)OCC)cc2c(=O)n3ccccc3nc21
0%,Cc1ccc(C(=O)NC2CCN(c3cnn(CC4CC4)c(=O)c3)CC2)cc1C
-7%,O=C(c1ccc2c(c1)N(Cc1cccc(F)c1)C(=O)c1ccccc1S2)N1CCOCC1
u,Cc1cnccc1CN(C)Cc1ccc2c(C)cc(=O)oc2c1
6%,CC(=O)Nc1ccc(C(=O)N2CCN(c3cc(-c4ccc(F)cc4)[nH]n3)CC2)cc1
-15%,COc1ccc(S(=O)(=O)c2c(C)c(NS(=O)(=O)c3ccccc3)cc(C)c2O)cc1
-10%,CCc1ccc(NC(=O)CC(c2cc(OC)c(OC)c(OC)c2)N2Cc3ccccc3C2=O)cc1 (centres undefined)
22%[149 µM],O=C(c1ccccc1)N1CCn2c(nnc2-c2cccnc2)C1
0%,CC(C)CCNC(=O)c1ccc2c(c1)nc1n2CCCC1
28%,Cc1nc(C)c(C(=O)NCc2cccs2)s1
12%[86.2 µM],c1ccc(CCCN[C@H]2CO[C@H]3[C@@H]2OC[C@@H]3n2cc(-c3ccccc3)nn2)cc1
-18%,NC1CCCCN(Cc2ccc(-c3ccn[nH]3)s2)C1 (centres undefined)
-16%,O=S(=O)(Cc1cccc(F)c1)Cc1csc(-c2ccccc2)n1
32µM*,CCN(C)C(=O)CCc1c(C)nn(-c2cccc(C)c2)c1Oc1ccc(F)cc1F
2%,Cc1ccc(O)c(C(=O)N(C)Cc2ccc(Cl)cc2Cl)c1
-19%,CCCNC(=O)c1coc(COc2ccc3c(c2)C(c2ccc(F)cc2)N(C(=O)C(C)C)CC3)n1 (centres undefined)
-30%,COc1ccc(OCC(=O)NCC(c2ccc(OC)cc2)N2CCOCC2)cc1 (centres undefined)

An excerpt from above in order of SMILES length, rising.
KDM5B inhibitor,SMILES
-18%,NC1CCCCN(Cc2ccc(-c3ccn[nH]3)s2)C1 (centres undefined)
22%[149 µM],O=C(c1ccccc1)N1CCn2c(nnc2-c2cccnc2)C1
u,O=C(O)C/C(=C/c1cccc(Br)c1)c1nc2ccccc2s1
-16%,COc1cccc(CCC(=O)N2CCCC(CN3CCC(C)CC3)CC2)c1 (centres undefined)

Later entries:
KDM5B inhibitor,SMILES
-6%,CCC(C(=O)Nc1ccc(C)c(C)c1)n1c(=O)c(C(F)(F)F)nc2ccccc21 (centres undefined)
8%,Cn1c(C(=O)NCc2ccncc2)nc2ccccc2c1=O
u,Cc1cccc(C)c1OCCCCn1c(C2CC(=O)N(c3ccc(F)cc3)C2)nc2ccccc21 (centres undefined)
3%[86.2 µM],COc1ccccc1CC(=O)N1CCCc2ncc(C(=O)Nc3cccnc3)cc21
-25%,CCn1ccc2cc(S(=O)(=O)N3CCCN(C(=O)Nc4ccc(C)cc4Cl)CC3)ccc21
-6%,Nc1c(C(=O)Nc2cccc(C(F)(F)F)c2)c2ccccn2c1C(=O)c1ccccc1
-17%,CCN1C(=O)Cc2cc(C(=O)NCc3ccc(OC)cc3)ccc21
13%,O=C(CCc1cc(Cl)no1)NCCc1noc(-c2ccccc2)n1
-7%,O=C1CCN(C(=O)CCCc2ccccc2)CCCCCCN1
17%,Cc1nc2c(c(-c3ccc(Cl)cc3)n1)CN([S+](=O)([O-])c1ccccc1)CC2
u,Cn1c(=O)c2c(-c3ccccc3)n3c(c2n(C)c1=O)C(c1cccc(O)c1)OCC3 (centres undefined)
-28%,CSc1sc(C(=O)NNC(C)=O)c2c1C=CCC2
-15%,COCC(=O)N[C@@H]1CN(Cc2cccnc2)C[C@H]1CN(C)C
-18%,COCCN1CCN(c2nc(-c3cccs3)nc3scc(-c4ccccc4)c23)CC1
15%,O=C(Nc1ccc(N2CCCC2=O)cc1)c1ccc(Cl)cc1N1CCCC1=O
-12%&-18%,COc1ccc(-n2nc(C3CCN(Cc4ccc(C(F)(F)F)cc4)CC3)[nH]c2=O)cc1
20%,O=C(C[C@H]1NC(=O)c2ccccc2NC1=O)Nc1ccc(Cn2cncn2)cc1
18%,CCCc1cc(C(=O)N2CCCC(C(=O)c3cccc4ccccc34)C2)n(C)n1 (centres undefined)
-20%[86.2 µM],COc1ccc(C(=O)N2CCC3(CC2)OC(=O)N(CC2CC2)C3(C)c2cccnc2)cn1 (centres undefined)
-13%,CN1C(=O)[C@H]2CN(Cc3c[nH]c4ccccc34)C[C@H]2C1=O
u,COc1ccc(-c2cn3cccnc3n2)cc1NC(=O)Nc1ccc(Cl)cc1
50%[activator],Cc1c(F)cccc1Nc1ncncc1-c1nc(-c2ccccc2)no1
33%,CN(Cc1ccccc1)CC1(O)CCCN(CCCc2ccccc2)C1=O (centres undefined)
7%,CCOCCCNC(=O)c1cc2cc(Cl)ccc2nc1C
17%,CC1=NN(C(=O)c2ccoc2C)C(O)(C(F)(F)F)C1 (centres undefined)
34%[activator],COCCNC(=O)CC[C@]12CC[C@](C)(O)C[C@H]1C(C)(C)C[C@@H]2NC(=O)c1ccc(C(F)(F)F)cc1
374%[activator],COc1ccc(NC(=O)c2cc(-c3ccc4c(c3)OCO4)on2)cc1
-9%,O=C(Cc1cccs1)NCCc1noc(-c2cccnc2)n1
-21%,CCOc1ccc(CC(=O)NC2CCN(c3cc(-c4ccc(OC)cc4)[nH]n3)CC2)cc1
-7%,Cc1ccc(-n2nc3n(c2=O)CCN(C(=O)c2ccccc2F)C3)cc1
22%,CN(C)CCN1CC2(CCN(C(=O)Cc3c[nH]c(=O)[nH]c3=O)CC2)OC1=O
-11%,CCOc1ccc(Nc2oc(COc3ccccc3F)nc2C#N)cc1
9%,Cc1ccc(NS(=O)(=O)c2ccc(N3CC(C(=O)O)CC3=O)cc2)cc1F (centres undefined)
5%,COc1cc(C#N)ccc1OCC(=O)c1ccc2c(c1)CCCC2
14%&-1%,CCN(c1ccccc1)S(=O)(=O)c1ccc(NC(=O)c2cc(=O)c3c(C)cc(C)cc3o2)cc1
19%,COCCCNC(=O)[C@H](Cc1c[nH]c2ccccc12)NC(=O)OCc1ccccc1
14%,CCn1nc(C(=O)OCC(=O)Nc2ccc3c(c2)OC(F)(F)O3)c2ccccc2c1=O
-9%,CCC(=O)N1CCC2(CC1)OCC(C(=O)NCc1ccccc1)N2C(=O)c1cccc(OC)c1 (centres undefined)
u,Cc1cccc(-n2ncc3c(N4CCN(CCO)CC4)ncnc32)c1
-16%,CCOc1ccc(NC(=O)CSc2nccn2C2CCCC2)cc1
11%,CC(C)NC(=O)N1CCCCCNC(=O)[C@@H]2CCCC[C@@H]21
u,CCCC(C)NC(=O)c1ccccc1-c1ncc(-c2ccccc2F)o1 (centres undefined)
-58%,O=C(COc1ccccc1Cl)Nc1nc2c(s1)CCCC2
14%,O=C(CCn1ccn2nc3c(c2c1=O)CCCC3)N1CC(=O)N(CCc2ccccc2)C(=O)C1
1%,O=C(NCC(=O)N1CCN(c2ccc(F)cc2)CC1)NCc1ccc(F)cc1
-7%,CC(C)(C)OC(=O)N1CCC[C@H]1C(=O)N/N=C/c1ccc2ncccc2c1
-30%,Cc1cccn2c(=O)cc(COc3cccc(NC(=O)c4ccccc4F)c3)nc12
-6%,CCC(CC)NC(=O)Cc1c(C)[nH]c2ccc(F)cc12
-5%,COC(=O)[C@H](NC(=O)[C@@H]1C[C@H](NC(=O)NC(C)C)CN1C(=O)c1cccn1C)C(C)C
-1%,O=C(Nc1ccnn1C1CCN(C2CCCC2)CC1)c1ccccc1
11%,CCc1cc2c(=O)c(-c3nncn3-c3ccccc3)coc2cc1OCC(=O)NCCCC(=O)O
-9%,COCc1nncn1C1CCN(S(=O)(=O)c2cc(F)cc(F)c2)CC1
3%,CCc1ccc(C(=O)NCc2cccc(C)c2)cc1
-16%,CNC(=O)CCC[C@@H]1[C@H]2CCCN3CCC[C@@H](CN1C(C)=O)[C@@H]23
16%,Cc1cccc(C(=O)Nc2cc3c(cc2N2CCCCC2)n(C)c(=O)c(=O)n3C)c1
-35%,COc1ccc(CC(=O)Nc2ccc(N3CCC(NCCCn4cccn4)CC3)cc2)cc1
10%,O=C(C1CCOCC1)N1CC(Oc2cccc(-c3nc(-c4ccccc4)no3)c2)C1
u,COc1ccccc1C(c1c(O)cc(C)n(Cc2ccco2)c1=O)N1CCCCC1 (centres undefined)
9%,Cc1c(C(=O)OC2CCC(C)CC2)[nH]c2c1C(=O)CC(c1ccccc1Cl)C2 (centres undefined)
-3%,Cc1sc2c(c1C)CN(C(C)C)CN2C(=O)c1ccccc1

Copied from the list.
CCOc1ccc(Nc2oc(COc3ccccc3F)nc2C#N)cc1 @ KDM5B inhibitor = -11%
COc1ccc(CC(=O)Nc2ccc(N3CCC(NCCCn4cccn4)CC3)cc2)cc1 @ KDM5B inhibitor = -35%

(cont.)
KDM5B inhibitor,SMILES
u,Cc1nn(-c2ccc(C(F)(F)F)cc2)c(C)c1[C@@H]1C=C[C@@H](NS(=O)(=O)c2ccccc2)C1
8%,O=C(Cn1cnc2nc3c(cc2c1=O)CCCC3)Nc1ccc(F)cc1Cl
u,O=C(c1ccco1)N1CCC(Oc2ccccc2-c2nc(-c3ccccc3)no2)C1 (centres undefined)
10%,COC(=O)c1ccc(NC(=O)C(NC(=O)c2ccccc2F)C(C)C)c(C)c1 (centres undefined)
10%,CC(C)C(=O)NCCc1noc(-c2ccccc2)n1
20%,CCNC(=S)/N=C(/Nc1ccc(OC)cc1)Nc1nc(C)cc(C)n1
16%,CC(C)CC(=O)N1CCCCCCNC(=O)[C@@H]2CCCC[C@@H]21
1%,Cc1cnc(C(=O)NC2C[C@H]3CC[C@@H](C2)N3C(=O)C2CCOCC2)cn1 (some centres undefined)
-1%,Cc1ccc(CN2CCC([C@@H]3CNC[C@H]3CO)CC2)s1
16%,COc1cc(Cl)c(C)cc1NC(=O)CSc1nnc(-c2ccccc2)n1C
-5%[115 µM],Cc1cccc(-c2noc([C@@H]3Cc4nc[nH]c4CN3)n2)c1
79µM*,O=C(c1nc(-c2ccc(Cl)cc2Cl)c2cnccn12)N1CCOCC1
u,CNC(=O)[C@@H]1C[C@H](n2cc(CNC(=O)c3ccccc3OC)nn2)CN1
9%,Cc1cc2nc3n(c(=O)c2n1CC(=O)NC(C)CCc1ccccc1)CCCCC3 (centres undefined)
u,CCN1c2cc(C(=O)Nc3cccc4c3CCCC4)ccc2C(=O)N2CCCCCC21 (centres undefined)
u,COCCC(C)NC(=O)c1cc(=O)[nH]c2ccccc12 (centres undefined)
0%,O=C(CNC(=O)Cc1ccc(Cl)cc1)NCC(=O)N1CCCCC1
u,CCCC(C)Nc1oc(-c2ccc(Cl)cc2)nc1C#N (centres undefined)
15%,CCS(=O)(=O)N1CCC2(CCC(=O)N(Cc3ccccc3)CC2)CC1
5%,O=C(Nc1cccc2ccccc12)c1cccn2c(-c3ccccc3F)nnc12
13%,O=C(CSc1ncnc2nc[nH]c12)Nc1ccccc1
-31%,CN(CC(=O)Nc1cccc2ccccc12)C(=O)c1ccc(NS(=O)(=O)c2ccc(F)cc2)cc1
-23%,N#Cc1cn(CC(=O)Nc2ccc(F)c(F)c2)c2ccccc12
4%,CCC(C(=O)c1ccccc1)n1c(N2CCN(C)CC2)nc2c1c(=O)n(C)c(=O)n2C (centres undefined)
12%,Cc1ccc(OCc2nc(C3CCCN3)no2)cc1 (centres undefined)

Seven entries drawn at random from the list so far:
KDM5B inhibitor,SMILES
5%,COc1cc(C#N)ccc1OCC(=O)c1ccc2c(c1)CCCC2
-17%,CCN1C(=O)Cc2cc(C(=O)NCc3ccc(OC)cc3)ccc21
-13%,CN1C(=O)[C@H]2CN(Cc3c[nH]c4ccccc34)C[C@H]2C1=O
19%,COCCCNC(=O)[C@H](Cc1c[nH]c2ccccc12)NC(=O)OCc1ccccc1
8%,O=C(Cn1cnc2nc3c(cc2c1=O)CCCC3)Nc1ccc(F)cc1Cl
7%,O=C(c1cccc(F)c1)N1CCC2(CC1)C(=O)NN=C2c1ccccn1
17%,CC1=NN(C(=O)c2ccoc2C)C(O)(C(F)(F)F)C1 (centres undefined)

These rows are one share of the data; count on the stated rates, not on these rows.
